Ecoli viability: E. coli V3065 growth inhibition, primary screen, counter-screen for AddAB inhibitor project, absorbance, OD600; 18 h; inhibition, % at 11.9 µM; actives 0.27% (n = 330,000);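 active means inhibition above the campaign's mean inhibition across all tested compounds plus 3 SD, cut at about 9.9% in these data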;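 further: uninfected addAB+ strain grown without phage in ampicillin broth; 0% = DMSO wells and 100% = ciprofloxacin 0.95 µg/ml wells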
CAL PDZ FP-1: CAL PDZ peptide-binding inhibitors, primary screen, biochemical, fluorescence polarization, Cer-tagged CAL PDZ, HTS. purified CAL PDZ, TMR-peptide fluorescence polarization, 1 h. inhibition, % at 20 µM. actives 0.02% (n = 330,000). Golgi-associated PDZ and coiled-coil motif-containing protein (Homo sapiens), Q9HD26. AID 504414, 2011;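 active means highest replicate inhibition of at least 40%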;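 further: plate controls were DMSO neutral control wells for no effect and unlabeled competitor peptide control wells for full effect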
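material = purified tagged CAL PDZ domain construct (CerCALP) | compound dosing = 20 µM, one dose | times = 1 h at RT | measured by = fluorescence polarization from S- and P-plane intensities, G-factor corrected | read-out = inhibition from polarization loss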
MITF act: activators of MITF-driven TRPM1 promoter reporter, primary screen, cell-based, SK-MEL-5, luciferase, single point; SK-MEL-5 TRPM1-promoter luciferase, 24 h; % of positive control, neutral wells = 0; activation, % at 12.5 µM; actives 0.75% (n = 300,000); AID 588334, 2011;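 active means mean activation of at least 80% with every replicate also reaching 80%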;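 further: 0% = neutral control wells and 100% = parthenolide positive control wells; values of inactives mirror those of a sister screen read the other way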
phage Ecoli inh: growth loss of phage-infected E. coli, primary screen, RecBCD inhibitor project, absorbance, with phage, HTS; actives 0.26% (n = 360,000); AID 651602, 2012; inhibition, % at 11.9 µM; in the data active means inhibition above about 11%
SR-BI DiI-HDL act: activators of SR-BI mediated DiI-HDL uptake, primary screen, ldlA[mSR-BI] CHO cells, DiI fluorescence; 3 h; 100 = double the neutral-control signal; activation, % at 12.5 µM; actives 0.096% (n = 320,000); AID 504775, 2011;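 active means mean replicate activation of at least 60% and every replicate at or above 60%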;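 further: 0% = median plate neutral-control signal and 100% = twice that signal; values of inactives mirror those of a sister screen read the other way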
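Test system: SR-BI-overexpressing, LDLR-lacking CHO cells. Measured by: DiI fluorescence, bottom read. Medium: Ham's F12 with 0.5% BSA, HEPES 25 mM, pH 7.4. Timing: 3 h uptake period with compound, 37 °C.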
Wnt act: Wnt/beta-catenin pathway activators, primary screen, cell-based, plate reader, single point; activation, % at 9.35 µM; Wnt/beta-catenin reporter cell assay, activator; AID 743398, 2014; actives 1.2% (n = 300,000); in the data active means activation above about 30%, passing the limit was not always enough;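 further: 0% = neutral control wells and 100% = positive control wells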
CAL PDZ FP-2: untagged CAL PDZ binding inhibitors, primary screen, biochemical, fluorescence polarization, HTS | inhibition, % at 24.9 µM | actives 0.92% (n = 300,000) | Golgi-associated PDZ and coiled-coil motif-containing protein (Homo sapiens), Q9HD26 | purified CAL PDZ, TMR-peptide fluorescence polarization, 1 h | AID 602252, 2012;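 active means mean inhibition of at least 30% with at least half of replicates also reaching 30%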;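 further: 0% = DMSO neutral control and 100% = excess unlabeled competitor peptide PRC23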
SR-BI DiI inh: inhibitors of SR-BI mediated HDL lipid uptake, primary screen, ldlA[mSR-BI] cells, fluorescence, single point; Scavenger receptor class B member 1 (Mus musculus), Q61009; ldlA[mSR-BI] CHO cells, DiI-HDL uptake fluorescence, 3 h; inhibition, % at 12.5 µM; actives 0.96% (n = 320,000);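 active means mean replicate inhibition of at least 70% and a set share of replicates each scoring 70 or more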;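 further: 0% = median of neutral control wells and 100% = median of positive control wells; values of inactives mirror those of a sister screen read the other way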
Target sequence (Q61009 whole entry, looked up): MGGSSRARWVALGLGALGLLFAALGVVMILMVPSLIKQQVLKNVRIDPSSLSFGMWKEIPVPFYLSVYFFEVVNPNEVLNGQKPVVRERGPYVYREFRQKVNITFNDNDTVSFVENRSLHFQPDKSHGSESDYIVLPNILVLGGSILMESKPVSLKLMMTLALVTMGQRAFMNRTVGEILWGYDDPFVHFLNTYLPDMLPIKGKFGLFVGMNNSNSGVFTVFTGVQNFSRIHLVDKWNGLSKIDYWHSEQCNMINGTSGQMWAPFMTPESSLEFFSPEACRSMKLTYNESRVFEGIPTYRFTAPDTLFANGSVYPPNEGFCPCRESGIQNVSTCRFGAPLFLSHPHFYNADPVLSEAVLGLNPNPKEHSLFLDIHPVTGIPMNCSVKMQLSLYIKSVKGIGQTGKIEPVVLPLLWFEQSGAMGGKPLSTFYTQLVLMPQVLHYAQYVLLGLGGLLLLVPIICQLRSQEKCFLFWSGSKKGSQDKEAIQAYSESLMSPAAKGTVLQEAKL
Tat transport: E. coli Tat export inhibitors, primary screen, MC4100, TorA-mCherry reporter, fluorescence, single point. inhibition, % at 10 µM. actives 0.036% (n = 340,000);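 active means mean replicate inhibition at least 50% and at least half of replicates individually reaching 50%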;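 further: exported cargo escapes ClpAP degradation while cytoplasmic cargo is degraded and loses fluorescence; 0% = median of neutral control wells and 100% = median of NaSCN control wells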
AddAB inh: growth inhibition of E. coli expressing H. pylori AddAB, primary screen, AddAB inhibitor project, absorbance; actives 0.29% (n = 330,000); inhibition, % at 11.9 µM; AID 435030, 2010; in the data active means inhibition above about 12%;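 further: 0% = vehicle wells of infected cells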
Numbers without * were called inactive; / = no result given; & = joins results of further samples. Rows are unselected; any-hit rate near 3.6%.

SMILES	Ecoli viability	CAL PDZ FP-1	MITF act	phage Ecoli inh	SR-BI DiI-HDL act	Wnt act	CAL PDZ FP-2	SR-BI DiI inh	Tat transport	AddAB inh
CSCCC(NC(=O)c1ccccc1Cl)C(=O)N(C)Cc1cccs1 (stereo not drawn)	-1.1	-2.5	-7	1.7	-3	-3	-3	3	-9	1.5
O=C(c1ccco1)n1c(=S)nc2ccccn21	-1.9	0.5	26	3.3	14	/	-8	-14	-10	0.4
Cc1ccc(Nc2ccc(NCc3ccccc3)nn2)cc1C	3.3	-0.3	16	8.1	2	10	-5	-2	-5	2.8
O=C(NCCc1ccccc1)C1CC(=O)N(C2CCCCCC2)C1 (stereo not drawn)	2.7	-3.0	1	1.1	-12	-1	-8	12	6	-0.2
COCCCNCCCCSc1ccc(Cl)cc1	1.0	-1.5	-9	2.0	15	/	-3	-15	-2	-0.2
CCCSc1nc2c([nH]1)c(=O)n(C)c(=S)n2C	/	-1.4	1	2.5	1	-5	-2	-1	-2	/
COC(=O)c1cccc(CSc2nc3ccccc3[nH]2)c1	2.3	-3.4	7	4.4	-1	8	-3	1	-1	-0.9
Cc1ccc(C2(C)NC(=O)N(CC(=O)N3CCN(S(=O)(=O)c4ccc(Cl)s4)CC3)C2=O)cc1 (stereo not drawn)	1.3	-2.1	-6	2.5	-10	0	13	10	-2	1.0
C[C@H](NC(=O)OCc1ccccc1)C(=O)NNC(=O)[C@H](Cc1ccccc1)NC(=O)OC(C)(C)C	0.7	-0.1	9	-1.3	0	-2	-2	0	1	2.5
Cc1ccc(C(=O)N/N=C\c2ccc(-c3ccc(Cl)c(Cl)c3)o2)cn1	-3.3	-0.5	/	-2.2	-29	2	-5	29	19	-1.3
COC(=O)C1=NNCC12CC(=O)N(c1ccc(Br)cc1)C2=O (stereo not drawn)	4.2	-3.1	-3	1.0	-6	-2	-3	6	19	0.9
CC(CCCC(C)(C)O)NC(=O)c1cc(COc2ccc3ncccc3c2)on1 (stereo not drawn)	-1.3	-1.3	-11	1.4	-14	-3	-1	14	9	3.0
CC(C)Cc1nc2ccccc2n1CCc1ccccc1	-0.6	-1.1	-14	1.4	-36	-3	0	36	5	-1.0
Cc1nnc(NC(=O)C2(c3ccccc3)CCOCC2)s1	0.6	-0.7	2	1.8	7	3	1	-7	17	3.2
Cc1nc2c(=O)[nH]c(=S)[nH]c2[nH]c1=O	/	-3.0	3	2.4	10	-5	1	-10	0	/
COc1ccccc1NC(=O)N1C2CCCC1CC(NC(=O)c1ccccc1)C2 (stereo not drawn)	0.2	-1.7	0	2.9	6	-2	-1	-6	2	1.2
C(=N/n1c2ccccc2c2ccccc21)/c1ccco1	-0.7	-1.3	-3	3.5	-53	/	-3	53	-1	2.8
CCOc1ccc2nc(N3CCC(C(=O)NCCCN4CCOCC4)CC3)sc2c1	-0.1	-2.3	79	2.9	/	27	0	/	2	-0.3
Cc1ccc(OCc2nnc(-c3ccc(Cl)cc3)o2)cc1	-3.7	0.5	/	1.5	8	0	/	-8	4	-2.6
COC(=O)C1[C@H]2SC(C)(C)C(C(=O)OC)N2C(=O)N1Cc1nc2ccccc2s1 (stereo partly drawn)	-0.5	-0.2	-9	2.7	15	0	-3	-15	3	3.0
Cc1ccc(NC(=O)c2c(C)nc3ccccn23)cc1C	3.2	-1.2	1	5.0	2	13	-5	-2	-7	-0.9
O=C(NCCNC(=O)c1ccccn1)c1ccc(-c2ccccc2)cc1	3.1	0.1	3	2.4	13	1	3	-13	-9	3.8
CCC(C)N(C(=O)COC(=O)/C=C/c1ccc(O)c(OC)c1)C1CCS(=O)(=O)C1 (stereo not drawn)	1.8	-1.6	0	1.5	-20	0	-2	20	-8	0.3
Cc1cc(C)cc(-n2ncc3c2CCCC3NC(=O)c2cc(C)oc2C)c1 (stereo not drawn)	0.7	0.1	6	1.4	-51	1	4	51	2	1.4
O=C(NCc1ccc2c(c1)OCO2)c1c[nH]c2ccc(S(=O)(=O)N3CCOCC3)cc2c1=O	0.2	-2.8	6	2.0	35	/	/	-35	-3	1.1
COC(=O)c1ccc(CNC(=O)COC(=O)COc2ccc(OC)cc2)cc1	-2.5	-0.7	-8	2.1	10	-2	-2	-10	4	-0.2
O=C(NCCOc1cccc(Cl)c1Cl)c1cc(-n2cnnc2)ccc1Cl	0.3	-1.9	12	/	-10	0	/	10	2	-1.4
COc1ccc(CNC(=O)C2CC(c3ccccc3[N+](=O)[O-])=NO2)cc1 (stereo not drawn)	-3.0	-0.3	23	1.6	-6	13	6	6	-1	1.8
CN1CCN(CCNC(=O)Cn2c(=O)c3cccn3c3ccc(F)cc32)CC1	-0.5	0.6	2	0.5	17	2	-3	-17	8	3.4
COc1ccccc1S(=O)(=O)Nc1ccc(S(=O)(=O)Nc2nccs2)cc1	1.1	-0.8	6	2.6	7	-3	-4	-7	3	2.2
Cc1ccnc(NCc2ccc(Cl)cc2)c1	0.5	-0.4	/	0.2	6	4	4	-6	-13	1.1
CCC(C)(C)NC(=O)Cc1ccc(Cl)cc1	-0.6	-0.2	12	3.5	16	-1	6	-16	-4	3.9
O=C1c2ccccc2C(=O)N1c1cccc(-c2nc3ccccc3o2)c1	0.5	/	2	3.5	8	/	-7	-8	-11	-0.8
O=C(NC1CCCCC1)C(c1ccc(F)cc1)N(C(=O)Cc1ccsc1)c1ccc(F)cc1 (stereo not drawn)	-0.5	0.1	4	1.0	23	/	-1	-23	-7	-1.1
CCOC(=O)Cc1cnc(NC(=O)c2ccccc2)s1	0.4	-2.3	48	0.7	/	-1	-1	/	0	2.1
COc1ccc(C(=O)Nc2cccc(-c3ccc4nncn4n3)c2)cc1OC	-0.4	-3.1	19	1.0	/	-4	-8	/	-1	-0.8
CCN(Cc1ccccc1)C(=O)C(C)OC(=O)c1cc(S(=O)(=O)Nc2c(C)n(C)n(-c3ccccc3)c2=O)ccc1C (stereo not drawn)	-2.8	-1.9	1	2.0	-41	-4	1	41	0	1.7
Cc1nc2ccc(NC(=O)c3ccc(Cl)c(NC(=O)c4cccs4)c3)cc2s1	0.6	-3.0	-11	-0.7	-65	5	-2	65	3	5.3
CCOC(=O)C1CCN(CCC(=O)Nc2cc(C)ccc2C)CC1	1.3	/	/	-1.3	-19	3	-9	19	4	-0.2
CC(=O)Oc1ccc([C@@H]2COc3c(ccc4c3C=CC(C)(C)O4)C2)c(OC(C)=O)c1	-1.5	0.1	49	1.5	8	30	-1	-8	0	2.7
COc1ccc(OC)c(/C=C2\N=C(c3ccccc3)OC2=O)c1	1.3	-0.3	/	0.8	-5	0	16	5	1	1.8
CC(C)(C)C(=O)Cn1c(=N)n(Cc2ccccc2)c2ccccc21	1.6	0.7	13	2.0	-5	/	-1	5	5	-0.4
COc1ccc(-c2noc(CSc3nc4sc(C)c(C)c4c(=O)n3-c3ccccc3)n2)cc1OC	-1.2	-1.6	6	0.3	-2	-4	-2	2	1	-0.9
Cc1ccccc1NC(=S)N(Cc1ccco1)C(C)c1ccccn1 (stereo not drawn)	2.7	-2.9	6	-0.6	/	1	-3	/	2	0.4
O=C(NCCCN1CCCC1)c1ccc2c(c1)N(Cc1ccccc1F)C(=O)c1ccccc1S2(=O)=O	-0.9	-5.0	12	0.8	22	-3	/	-22	-7	2.6
NS(=O)(=O)c1ccc(Oc2ccc(S(N)(=O)=O)cc2)cc1	-0.8	0.2	-6	4.3	2	-12	2	-2	-5	2.5
CCOc1ccc(NC(=S)NC(=O)c2ccco2)cc1	-2.3	0.0	89*	-3.5	-23	12	-3	23	4	0.2
CCOC(=O)C(NC(=O)CC)C(O)c1cccc([N+](=O)[O-])c1 (stereo not drawn)	-2.2	0.4	-2	1.8	4	-1	4	-4	4	-0.3
CSCC[C@H](NC(=O)OC(C)(C)C)C(=O)N1CCC(C(=O)N[C@@H](C)C(=O)O)CC1	0.2	-1.4	8	/	13	-5&0	-3	-7	-3	1.3
O=C(CC1CCC1)NC(c1ccccc1)c1ccccc1	0.8	-1.3	6	2.8	-14	-2	4	14	2	3.1
CCc1ccc(N(CC(=O)N2CCCCCC2)S(C)(=O)=O)cc1	2.9	/	3	1.0	12	0	-4	-12	0	1.8

Of the compounds above, 11 contain four or more nitrogen atoms:
SMILES	Ecoli viability	CAL PDZ FP-1	MITF act	phage Ecoli inh	SR-BI DiI-HDL act	Wnt act	CAL PDZ FP-2	SR-BI DiI inh	Tat transport	AddAB inh
Cc1ccc(Nc2ccc(NCc3ccccc3)nn2)cc1C	3.3	-0.3	16	8.1	2	10	-5	-2	-5	2.8
CCCSc1nc2c([nH]1)c(=O)n(C)c(=S)n2C	/	-1.4	1	2.5	1	-5	-2	-1	-2	/
Cc1ccc(C2(C)NC(=O)N(CC(=O)N3CCN(S(=O)(=O)c4ccc(Cl)s4)CC3)C2=O)cc1 (stereo not drawn)	1.3	-2.1	-6	2.5	-10	0	13	10	-2	1.0
C[C@H](NC(=O)OCc1ccccc1)C(=O)NNC(=O)[C@H](Cc1ccccc1)NC(=O)OC(C)(C)C	0.7	-0.1	9	-1.3	0	-2	-2	0	1	2.5
Cc1nc2c(=O)[nH]c(=S)[nH]c2[nH]c1=O	/	-3.0	3	2.4	10	-5	1	-10	0	/
CCOc1ccc2nc(N3CCC(C(=O)NCCCN4CCOCC4)CC3)sc2c1	-0.1	-2.3	79	2.9	/	27	0	/	2	-0.3
O=C(NCCOc1cccc(Cl)c1Cl)c1cc(-n2cnnc2)ccc1Cl	0.3	-1.9	12	/	-10	0	/	10	2	-1.4
CN1CCN(CCNC(=O)Cn2c(=O)c3cccn3c3ccc(F)cc32)CC1	-0.5	0.6	2	0.5	17	2	-3	-17	8	3.4
COc1ccc(C(=O)Nc2cccc(-c3ccc4nncn4n3)c2)cc1OC	-0.4	-3.1	19	1.0	/	-4	-8	/	-1	-0.8
CCN(Cc1ccccc1)C(=O)C(C)OC(=O)c1cc(S(=O)(=O)Nc2c(C)n(C)n(-c3ccccc3)c2=O)ccc1C (stereo not drawn)	-2.8	-1.9	1	2.0	-41	-4	1	41	0	1.7
COc1ccc(-c2noc(CSc3nc4sc(C)c(C)c4c(=O)n3-c3ccccc3)n2)cc1OC	-1.2	-1.6	6	0.3	-2	-4	-2	2	1	-0.9

Source: PubChem BioAssay (several laboratories)
